Source: PubChem BioAssay (several laboratories)
DAGLB inhibitor – DAGLB lipase inhibitors, primary screen, biochemical, fluorescence, HTS; 340,000 tested, 0.059% active; AID 504411, 2011; HEK293T DAGLB membrane lysate, EnzChek fluorogenic substrate; inhibition, % at 5.17 µM; Diacylglycerol lipase-beta (Homo sapiens), Q8NCG7; in the data active = inhibition above about 34%;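 note: 0% = enzyme with vehicle and 100% = wells lacking enzyme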
Target sequence (Q8NCG7 whole entry, looked up): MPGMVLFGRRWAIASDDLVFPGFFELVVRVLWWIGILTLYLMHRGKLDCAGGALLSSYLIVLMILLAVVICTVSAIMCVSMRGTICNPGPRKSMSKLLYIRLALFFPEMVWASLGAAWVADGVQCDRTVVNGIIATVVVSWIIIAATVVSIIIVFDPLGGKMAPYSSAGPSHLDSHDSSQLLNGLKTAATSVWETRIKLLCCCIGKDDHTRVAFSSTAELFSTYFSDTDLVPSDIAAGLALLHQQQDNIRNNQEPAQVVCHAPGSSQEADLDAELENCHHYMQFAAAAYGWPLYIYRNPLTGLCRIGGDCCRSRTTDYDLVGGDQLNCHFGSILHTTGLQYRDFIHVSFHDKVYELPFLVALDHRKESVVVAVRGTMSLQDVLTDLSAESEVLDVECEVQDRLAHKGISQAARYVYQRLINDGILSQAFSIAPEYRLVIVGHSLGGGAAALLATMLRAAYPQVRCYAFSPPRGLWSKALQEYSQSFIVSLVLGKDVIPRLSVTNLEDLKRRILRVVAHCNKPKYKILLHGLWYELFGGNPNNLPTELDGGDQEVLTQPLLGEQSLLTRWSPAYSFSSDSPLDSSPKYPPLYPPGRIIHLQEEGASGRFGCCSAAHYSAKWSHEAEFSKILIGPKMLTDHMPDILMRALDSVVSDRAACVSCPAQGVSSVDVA
PKA-R2B act – activators of PKA-R2B holoenzyme, primary screen, biochemical, fluorescence polarization, Cy5-IP20, human; cAMP-dependent protein kinase catalytic subunit beta (Homo sapiens) + cAMP-dependent …; PKA-R2B holoenzyme dissociation; R2B truncated from residue 108, S112A mutant; 0% DMSO only, 100% 113 µM cGMP; activation, % at 11.4 µM; 340,000 tested, 0.079% active; AID 504700, 2011;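 active = activation above a cutoff set at the mean over all compounds plus 3 SD, cut at about 18% in these data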;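 note: higher means more holoenzyme dissociation and a rise in polarization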
cardiac RTF act – cardiac RTF calcium sensitivity activators, primary screen, biochemical, IANBD-TnC fluorescence, EC20 calcium; 340,000 tested, 0.24% active; activation, % at 7.2 µM; AID 493008, 2010; Troponin I, cardiac muscle (Homo sapiens) + Troponin T, cardiac muscle (Homo sapiens) + …; IANBD-labeled TnC RTF fluorescence at EC20 calcium; 0% EC20 calcium, 100% full calcium;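 active = activation above the mean over all tested compounds plus 3 SD, cut at about 30% in these data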;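 note: rise in fluorescence read as greater calcium sensitivity of cardiac thin filaments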
SR-BI DiI-HDL act – activators of SR-BI mediated DiI-HDL uptake, primary screen, ldlA[mSR-BI] CHO cells, DiI fluorescence; activation, % at 12.5 µM; AID 504775, 2011; 320,000 tested, 0.096% active; 3 h; 100 = double the neutral-control signal;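 active = mean replicate activation of at least 60% and every replicate at or above 60%; inconclusive = mean or all-replicate condition met, but not both; inactive = mean below 60% and not all replicates reaching 60%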;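 note: 0% = median plate neutral-control signal and 100% = twice that signal; values of inactives mirror those of a sister screen read the other way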
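Assay system: LDL receptor-deficient CHO ldlA cells overexpressing murine SR-BI / Medium: BSA-supplemented, HEPES-buffered Ham's F12, pH 7.4 / Probe or stimulus: DiI-labelled HDL at 10 µg/mL final / Timing: compound with DiI-HDL co-incubation, 3 h at 37 °C / Technique: bottom-read cell fluorescence after medium removal, ex 550/em 595 nm / Measure: HDL uptake via cellular fluorescence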
CAL PDZ FP-1 – CAL PDZ peptide-binding inhibitors, primary screen, biochemical, fluorescence polarization, Cer-tagged CAL PDZ, HTS. Golgi-associated PDZ and coiled-coil motif-containing protein (Homo sapiens), Q9HD26. purified CAL PDZ, TMR-peptide fluorescence polarization, 1 h. inhibition, % at 20 µM. 330,000 tested, 0.02% active. AID 504414, 2011;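 active = highest replicate inhibition of at least 40%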;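 note: plate controls were DMSO neutral control wells for no effect and unlabeled competitor peptide control wells for full effect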
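System: purified tagged CAL PDZ domain construct (CerCALP). Schedule: 1 h incubation at room temperature before polarization reading. Medium: 25 mM sodium phosphate pH 7.4, 150 mM NaCl, TCEP, IgG, Thesit. Read-out: percent inhibition from loss of millipolarization. Measured by: FP readout, S and P plane fluorescence. Probe or stimulus: fluorescent TMR peptide probe.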
RTF Ca sens inh – cardiac RTF calcium sensitivity inhibitors, primary screen, biochemical, IANBD-TnC fluorescence, EC70 calcium | Troponin I, cardiac muscle (Homo sapiens) + Troponin T, cardiac muscle (Homo sapiens) + … | IANBD-labeled cardiac RTF, Ca2+ fluorescence | inhibition, % at 7.15 µM | 340,000 tested, 0.12% active | AID 493244, 2011;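 active = inhibition above the mean inhibition of all tested compounds plus 3 SD, cut at about 17% in these data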;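 note: assay run at fixed EC70 calcium of 1.6 mM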
C-LANA FP – inhibitors of KSHV C-LANA binding to DNA, primary screen, biochemical, fluorescence polarization, FAM-LBS DNA, MBP-C-LANA, single point; Kaposi's sarcoma herpesvirus LANA C-terminal domain (residues 932-1162) DNA binding; AID 504423, 2011; 340,000 tested, 0.078% active; inhibition, % at 9 µM;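 active = highest replicate inhibition at or above 60% at 9 µM, even if other replicates fall short; inactive = all replicates below 60% inhibition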;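 note: 0% = neutral control wells and 100% = 4 µM acridine orange control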
CAL PDZ FP-2 – untagged CAL PDZ binding inhibitors, primary screen, biochemical, fluorescence polarization, HTS; Golgi-associated PDZ and coiled-coil motif-containing protein (Homo sapiens), Q9HD26; purified CAL PDZ, TMR-peptide fluorescence polarization, 1 h; inhibition, % at 24.9 µM; 300,000 tested, 0.92% active; AID 602252, 2012;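 active = mean inhibition of at least 30% with at least half of replicates also reaching 30%; inconclusive = no clear call, values can overlap the other calls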;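 note: 0% = DMSO neutral control and 100% = excess unlabeled competitor peptide PRC23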
Keap1 Nrf2 FP – Keap1-Nrf2 protein-protein interaction inhibitors, primary screen, biochemical, fluorescence polarization, single point. Kelch-like ECH-associated protein 1 (Homo sapiens), Q14145. Keap1 Kelch-Nrf2 peptide fluorescence polarization, 1536-well. inhibition, % at 9.4 µM. 340,000 tested, 0.15% active; in the data active = inhibition above about 12%; inconclusive = no clear call, values can overlap the other calls; inactive = below about 7.3%;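 note: human Keap1 Kelch domain with fluorescein labeled Nrf2 9mer peptide probe; 0% = neutral control wells and 100% = peptide positive control; higher means more block of Keap1 binding to Nrf2 peptide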
Rtt109 HAT inh – inhibitors of C. albicans Rtt109/Vps75 HAT, primary screen, biochemical, ThioGlo CoA-SH fluorescence, plate reader; 330,000 tested, 0.16% active; purified Rtt109/Vps75, 4 h; Histone acetyltransferase RTT109 (Candida albicans (strain SC5314 / ATCC MYA-2876)), …; inhibition, % at 34.9 µM;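 active = inhibition of at least 50% in every replicate; inconclusive = best replicate reaches 50% inhibition but some replicates fall short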
Target sequence (Q5AAJ8 whole entry, looked up): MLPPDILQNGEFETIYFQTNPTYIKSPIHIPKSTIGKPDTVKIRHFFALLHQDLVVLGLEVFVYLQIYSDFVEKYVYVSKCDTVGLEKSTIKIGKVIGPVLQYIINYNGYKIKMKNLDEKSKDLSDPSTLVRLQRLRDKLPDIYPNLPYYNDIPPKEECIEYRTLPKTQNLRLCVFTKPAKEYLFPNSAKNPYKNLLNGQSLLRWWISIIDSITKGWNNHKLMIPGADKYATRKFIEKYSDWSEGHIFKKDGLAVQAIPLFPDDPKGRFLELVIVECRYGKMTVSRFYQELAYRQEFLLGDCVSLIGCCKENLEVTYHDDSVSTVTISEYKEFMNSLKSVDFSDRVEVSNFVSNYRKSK
* marks the source's active call; other numbers are inactive results; ? = inconclusive; / = no result given.

SMILES	DAGLB inhibitor	PKA-R2B act	cardiac RTF act	SR-BI DiI-HDL act	CAL PDZ FP-1	RTF Ca sens inh	C-LANA FP	CAL PDZ FP-2	Keap1 Nrf2 FP	Rtt109 HAT inh
COc1ccc(CC(=O)N[C@@H]2c3ccccc3CC[C@H]2OCc2ccccc2)cc1	-1.3	-6.0	-5.6	4.4	-0.7	0.7	0.2	-2.5	-0.5	0.2
COCCNC(=O)[C@H](C)[C@H]1C[C@]1(C)[C@H](NC(=O)OCc1ccccc1)c1ccccc1	-0.7	12.7	4.3	20.1	-1.4	-4.5	-1.0	0.8	3.6	7.9
CS(=O)(=O)N(Cc1ccccc1Cl)c1ccc(C(=O)NCc2ccccn2)cc1	0.1	-10.1	13.0	-5.5	-2.9	2.9	-1.3	-3.2	-2.3	2.4
O=C(NCc1ccccc1)C1(C(F)(F)F)CC(CCCO)CCCO1 (stereo unspecified)	0.9	-3.8	-4.2	2.0	0.7	-8.5	4.6	2.7	2.7	2.3
Cc1ccc(NC2=NCC(=O)N2CCc2ccccc2)cc1C	-4.5	2.8	-2.2	12.8	-1.7	10.9	-1.3	-3.6	-2.1	-4.6
Cc1cc(CN2CCCC(C(=O)Nc3cccc(-n4cccn4)c3)C2)cc(C)c1O (stereo unspecified)	-4.5	-1.7	-3.1	-52.5	-5.8	2.2	0.1	-2.5	4.2	8.9
CCC1S/C(=C(\C#N)C(N)=O)N(c2ccc(F)cc2)C1=O (stereo unspecified)	-1.9	3.7	-0.9	?	-0.5	-4.7	1.3	3.0	-0.5	-4.5
CC1(NC(=S)N(CCO)CCO)CCS(=O)(=O)C1 (stereo unspecified)	1.4	-13.5	6.3	35.8	-0.3	-11.0	-0.3	-4.2	2.3	-4.4
CCc1ccc(C(=O)Nc2cc(S(=O)(=O)N3CCOCC3)ccc2N2CCOCC2)cc1	-4.0	-11.2	-4.7	7.8	-1.9	-8.8	-0.1	13.9	3.2	8.0
COc1ccc(Cn2c(=O)n(Cc3ccco3)c(=N)c3c4c(sc32)COC(C)(C)C4)cc1	-1.6	-11.3	-5.4	-20.3	-2.4	-1.6	1.7	58.7*	-5.4	9.5
COCCN(CC(=O)Nc1cccc(C)c1C)C(=O)c1cc(-c2cccs2)nn1-c1ccccc1	-2.9	12.8	-4.9	17.5	-2.4	0.5	-1.0	-2.3	-2.1	-3.0
CCOc1ccc(C(=O)Nc2ccc(S(=O)(=O)Nc3nccc(C)n3)cc2)cc1OCC	-1.4	-2.2	-2.8	-21.1	0.4	-4.9	0.3	/	-4.0	2.6
COc1ccc(S(=O)(=O)N2CCOCC2)cc1NC(=O)/C=C/c1ccc(F)cc1	-1.6	-4.0	-10.4	-41.2	-2.4	-0.9	1.5	-4.3	2.1	4.6
Cc1cccc(OCC(=O)NN2C(=O)C3C4C=CC(O4)C3C2=O)c1 (stereo unspecified)	-1.8	2.9	5.6	14.8	-0.3	8.0	0.2	3.3	0.4	-27.3
COc1cc(C(=O)O)c([N+](=O)[O-])c(OC)c1OC	-0.1	-3.3	-7.9	5.6	0.5	2.1	1.8	/	0.8	6.0
Cc1ccccc1N=C(NO)c1nonc1N	2.2	8.5	-6.5	10.2	0.2	0.0	-1.0	-1.7	4.0	-6.6
O=C1[C@H]2CCC=C[C@H]2[C@H](c2ccccc2Br)N1Cc1ccccc1	-6.5	-15.9	-1.8	4.4	-0.4	-4.1	0.0	-3.5	-4.0	4.3
Cc1ccc(S(=O)(=O)N(C)CCCC(=O)Nc2ccccn2)cc1	1.1	-9.4	-2.6	13.4	0.7	10.6	-4.1	-2.1	0.9	0.8
O=C(Nc1ccc(NC(=O)c2ccco2)cc1)c1ccc2c(c1)OCO2	1.4	-8.6	2.2	-47.3	-2.3	9.6	-0.8	0.2	-7.0	-5.1
CC(C)(C)CN1C(N)=NC[C@@H]1Cc1ccccc1	1.2	10.3	2.7	13.6	-1.3	-15.2	1.2	-1.9	-1.3	-11.5
CC(=O)N/C(=C\c1ccccc1)C(=O)OCC(=O)c1ccc(F)cc1	1.3	0.7	-4.7	-4.6	-2.5	-16.5	1.9	8.6	1.1	-5.2
CN(C)/C=N/c1c(C#N)cnn1-c1nc2ccccc2s1	-0.2	-3.8	4.8	-22.4	0.6	9.1	-1.1	0.1	-4.7	-11.8
Cc1ccc(S(=O)(=O)NCCC(=O)OCC(=O)N2CCCC2=O)cc1C	-5.0	-5.8	2.6	4.8	0.3	-11.3	0.1	-2.0	-2.0	-6.6
CSCC[C@H](NC(=O)N1CCn2c1nc1ccccc12)C(=O)N[C@H](Cc1ccccc1)C(=O)O	1.1	4.1	-1.1	8.2	0.3	-2.8	-1.6	-2.6	-0.6	-5.8
CCOC(=O)N1CCN(c2c(NCCCN(CC)CC)c(=O)c2=O)CC1	2.3	-11.2	7.8	20.3	-1.7	-4.3	-1.0	-3.8	1.4	-1.2
(continued)
SMILES	DAGLB inhibitor	PKA-R2B act	cardiac RTF act	SR-BI DiI-HDL act	CAL PDZ FP-1	RTF Ca sens inh	C-LANA FP	CAL PDZ FP-2	Keap1 Nrf2 FP	Rtt109 HAT inh
O=S(=O)(NCCNS(=O)(=O)c1ccc(F)cc1)c1ccc(F)cc1	-0.9	1.8	-1.6	13.2	0.6	-0.4	-1.0	/	-1.1	0.4
Clc1ccc(-c2csc(N3CCOCC3)n2)cc1	-6.3	-3.6	-2.3	-7.2	0.8	0.0	-2.6	3.3	1.7	3.1
CC(=O)Nc1ccc(NC(=O)CSCc2ccccc2Cl)cc1	-1.9	-1.6	7.8	0.9	0.2	-2.0	2.6	/	0.6	-7.5
CC(C)C[C@H](NC(=O)Nc1cccc(Br)c1)C(=O)O	1.3	0.9	-5.5	10.6	-2.1	-1.2	-0.9	0.1	-4.0	22.4
CCN1CCN(c2ncnc3scc(-c4ccc(C)cc4)c23)CC1	-1.7	-3.4	-3.8	-14.2	-3.9	-2.0	2.8	-3.6	-2.6	2.0
NS(=O)(=O)c1ccc(CCNC(=O)CCc2nc3ccccc3s2)cc1	-0.5	6.7	0.6	6.5	-0.2	-3.0	-0.4	/	-1.3	0.7
O=C1c2ccccc2C(=O)N1CCCc1nc2ccccc2c(=O)n1Cc1ccco1	0.7	1.1	-3.5	5.2	0.0	-3.9	2.0	8.3	-4.2	-24.4
CC(C)(C)C#CCn1c(/C=[N+](\[O-])C2CCCCC2)nc2ccccc21	-7.6	-3.3	0.2	-53.5	0.1	-3.9	-1.2	13.8	-0.9	-6.9
Cc1ccc(S(=O)(=O)N2CCN(C(=O)/C=C/c3ccco3)CC2)cc1	1.4	-9.2	-5.0	5.4	-0.1	9.5	0.1	-3.4	1.2	-9.6
CCc1ccc(/C=C/C(=O)c2ccc(N3CCOCC3)cc2)cc1	0.6	-4.4	-0.1	-8.1	0.3	-30.0	0.0	2.9	-0.1	-0.8
CCC(C(=O)Nc1nccs1)(C(F)(F)F)C(F)(F)F	0.1	-11.8	-0.1	-10.7	0.5	-10.9	0.2	/	1.9	8.4
COCCOC(=O)C1=C(C)NC(=S)NC1c1cccs1 (stereo unspecified)	-2.2	-1.7	0.0	-15.3	/	-2.1	-1.0	-3.2	1.5	-12.9
COC(=O)c1ccc(C23CC4(C2)[C@H](CN(CC2CCCCC2)[C@@H]4c2ccccc2)C3c2ccccc2)cc1 (stereo partly specified)	-6.4	-6.4	5.7	-5.5	-0.6	0.8	-3.6	0.5	-12.1	7.4
COC(CNC(=O)C1CCN(C(=O)c2cc3oc(C)cc3n2Cc2c(F)cccc2Cl)CC1)OC	1.4	-0.2	-2.2	4.9	-3.0	-9.3	-1.4	-0.4	-6.4	2.6
CN(Cc1ccccc1F)C(=O)CN1CCN(S(=O)(=O)c2ccc3c(c2)OCCCO3)CC1	1.5	10.5	-1.2	3.0	-1.8	0.7	-0.9	-2.6	-4.1	4.8
Cn1nnc(NC(=S)NC(=O)c2cc(Cl)ccc2Cl)n1	0.4	-11.9	-3.4	20.9	-3.0	-8.5	-0.7	-5.6	1.6	-5.0
COc1ccc(NC(=O)NCCN2CCN(c3cc(OC)ccc3OC)CC2)cc1	2.4	-10.9	-2.2	-35.8	-0.5	-0.1	8.3	-5.6	-3.6	2.8
Cc1cc(C)cc(N(CC(=O)NC2CCC(C)CC2)S(=O)(=O)c2c(C)[nH]c(=O)[nH]c2=O)c1 (stereo unspecified)	2.2	1.6	-0.9	/	-0.4	-10.6	-0.4	3.2	0.9	13.4
CCn1c(SCC(=O)c2cc(C)n(-c3ccc(C(=O)OC)cc3)c2C)nnc1-c1cccnc1	0.8	8.7	-6.4	-12.9	-3.1	8.7	-0.6	-5.9	-3.3	-10.2
CCOc1ccc(NC(=O)CSc2nnc(CNC(=O)c3cccs3)o2)cc1	-5.2	0.8	-6.5	-11.9	-0.4	-7.9	-1.2	-5.7	1.1	5.0

Records listed above printed as active in CAL PDZ FP-2:
SMILES	DAGLB inhibitor	PKA-R2B act	cardiac RTF act	SR-BI DiI-HDL act	CAL PDZ FP-1	RTF Ca sens inh	C-LANA FP	CAL PDZ FP-2	Keap1 Nrf2 FP	Rtt109 HAT inh
COc1ccc(Cn2c(=O)n(Cc3ccco3)c(=N)c3c4c(sc32)COC(C)(C)C4)cc1	-1.6	-11.3	-5.4	-20.3	-2.4	-1.6	1.7	58.7*	-5.4	9.5
